RBBP9 inhibitor: inhibitors of human serine hydrolase RBBP9. O75884. recombinant RBBP9, FP-Rh probe fluorescence polarization. inhibition, % at 7.94 µM. hit rate 0.2% among 220,000. AID 1515;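 active = inhibition above the campaign mean of all tested compounds plus 3 SD, cut at about 14% in these data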;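 note: plate controls were DMSO wells with RBBP9 for no effect and wells lacking RBBP9 protein for full effect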
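Test system – recombinant human RBBP9 · Input – RBBP9 2.5 µM in dispensing solution, pre-mixing · Medium – Tris buffer pH 8.0, NaCl, Pluronic · Schedule – preincubation 30 min plus labeling 45 min at 25 °C · Measured by – fluorescence polarization · Measure – % inhibition · Controls – DMSO and no-protein wells · Replicates – one well per compound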
NPY-Y1 PAM-ag: potentiators or agonists of human neuropeptide Y receptor Y1; NPY-Y1 expressing cells, potentiator/agonist activation; hit rate 0.37% among 220,000; P25929; activation, % at 3.6 µM; in the data active = activation above about 33%, passing the limit was not always enough;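 note: cells stimulated with NPY at EC10 then isoproterenol at EC100; 0% = low agonist plus stimulus and 100% = saturating agonist plus stimulus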
BaF3 tox: counter-screen for JAK2V617F inhibitors: parental Ba/F3 viability inhibitors. CellTiter-Glo ATP luminescence. inhibition, % at 5.6 µM. hit rate 1.1% among 220,000. AID 1486;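 active = inhibition above a per-campaign cutoff, the mean inhibition of all tested compounds plus 3 SD, cut at about 27% in these data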;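 note: 0% = DMSO wells and 100% = JAK Inhibitor I control wells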
NPY2 pot ag: human NPY-Y2 potentiation or agonism, primary screen. cells expressing NPY-Y2, potentiator/agonist read-out. activation, % at 3.6 µM. hit rate 0.45% among 220,000. P49146; in the data active = activation above about 27%;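 note: cells stimulated with NPY near EC25 plus isoproterenol at EC100; 0% = vehicle plus submaximal agonist and 100% = vehicle plus saturating agonist; some results beyond the cut were filed as inactive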
Target sequence (P49146 whole entry, looked up): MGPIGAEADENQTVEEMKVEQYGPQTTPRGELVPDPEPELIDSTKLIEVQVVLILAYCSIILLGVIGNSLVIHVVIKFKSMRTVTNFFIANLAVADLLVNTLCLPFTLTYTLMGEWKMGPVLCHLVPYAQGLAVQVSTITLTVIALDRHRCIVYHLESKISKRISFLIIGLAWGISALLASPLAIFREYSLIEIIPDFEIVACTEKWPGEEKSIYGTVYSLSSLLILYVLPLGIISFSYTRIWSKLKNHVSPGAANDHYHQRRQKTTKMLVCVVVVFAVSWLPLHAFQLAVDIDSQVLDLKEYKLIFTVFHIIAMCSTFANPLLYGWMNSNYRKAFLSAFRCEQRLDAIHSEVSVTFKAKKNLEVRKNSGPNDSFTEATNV
NPY-Y1 antag: antagonists of human neuropeptide Y receptor Y1; P25929; HEK293-CNG Y1 cells, membrane potential fluorescence; NPY at EC95, then isoproterenol; inhibition, % at 3.6 µM; hit rate 1% among 200,000;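 active = inhibition above the campaign mean inhibition of all tested compounds plus 3 SD, cut at about 20% in these data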;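 note: 0% = DMSO wells given NPY plus isoproterenol and 100% = isoproterenol alone without NPY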
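Material: HEK293 cells with Y1 receptor plus CNG channel; times: compound incubation 1 h at room temperature, readout 45 min post-stimulation; signal: fluorescence, membrane potential probe; read-out basis: fluorescence ratio normalized to % inhibition between controls; benchmarks: full-block control isoproterenol-only wells, zero-block control NPY plus isoproterenol wells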
S1P4 antagonist: antagonists of human S1P4 receptor. O95977. S1P4-expressing cells, antagonist mode, reporter read-out. inhibition, % at 4.98 µM. hit rate 0.26% among 220,000. AID 1510; in the data active = inhibition above about 29%;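 note: 0% = wells stimulated with agonist and 100% = vehicle wells without agonist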
S1P4 ag: activates the human S1P4 receptor; O95977; S1P4-expressing cell line, agonist reporter assay; activation, % at 4.98 µM; hit rate 0.35% among 220,000; AID 1509; in the data active = activation above about 11%;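 note: 0% = DMSO vehicle and 100% = reference agonist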
Ba/F3 V617F tox: loss of viability in JAK2V617F-driven Ba/F3 cells | AID 1446 | Ba/F3 EpoR-JAK2V617F viability, ATP luminescence | hit rate 1.1% among 220,000 | inhibition, % at 5.6 µM;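 active = inhibition above the campaign mean plus 3 SD over all tested compounds, cut at about 24% in these data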;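 note: cytokine-independent growth of Ba/F3 cells driven by EpoR plus mutant JAK2; 0% = DMSO-treated cells and 100% = JAK inhibitor I control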
Runt-CBFb FRET: inhibitors of human RUNX1 Runt domain binding to CBFb; Cerulean-Runt/Venus-CBFb FRET ratio 530/480, 1 h; inhibition, % at 20 µM; hit rate 0.46% among 220,000;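 active = inhibition over about 50% at 20 µM in the single-dose screen, limit read from the data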;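 note: 0% = DMSO wells and 100% = excess unlabeled CBFb competitor control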
Target sequence (Q01196 whole entry, looked up, the tested form may be a part): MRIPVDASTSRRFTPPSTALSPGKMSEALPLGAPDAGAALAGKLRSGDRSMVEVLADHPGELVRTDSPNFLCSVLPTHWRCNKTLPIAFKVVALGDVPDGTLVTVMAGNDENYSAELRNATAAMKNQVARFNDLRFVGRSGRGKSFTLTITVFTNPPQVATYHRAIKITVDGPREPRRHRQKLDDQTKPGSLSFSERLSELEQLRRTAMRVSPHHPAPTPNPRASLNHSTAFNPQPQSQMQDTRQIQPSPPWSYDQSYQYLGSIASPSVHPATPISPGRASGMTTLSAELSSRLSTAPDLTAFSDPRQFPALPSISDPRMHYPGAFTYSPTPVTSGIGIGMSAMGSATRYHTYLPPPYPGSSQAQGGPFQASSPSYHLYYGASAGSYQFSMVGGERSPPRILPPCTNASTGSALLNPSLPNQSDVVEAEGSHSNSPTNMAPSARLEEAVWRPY
Target sequence (Q13951 whole entry, looked up, the tested form may be a part): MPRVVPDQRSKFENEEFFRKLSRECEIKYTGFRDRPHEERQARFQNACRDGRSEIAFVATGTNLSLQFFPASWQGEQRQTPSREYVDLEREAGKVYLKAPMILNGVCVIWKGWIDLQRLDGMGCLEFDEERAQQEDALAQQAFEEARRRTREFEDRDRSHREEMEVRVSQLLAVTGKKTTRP
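Assay system: Cerulean-Runt domain / Medium: Tris 50 mM pH 7.5, KCl, K2SO4, 0.01% BSA / Timing: protein complex preformed 1 h, compound exposure 1 h, room temperature, dark / Measured by: FRET, excitation 422 nm, emission at 530 and 480 nm / Evaluation: loss of energy transfer signal / Control set: 5 µM unlabeled CBFb as full-inhibition high control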
Numbers without * were called inactive; nt = not tested or not shown.

SMILES	Runt-CBFb FRET	NPY2 pot ag	S1P4 antagonist	RBBP9 inhibitor	S1P4 ag	NPY-Y1 PAM-ag	NPY-Y1 antag	Ba/F3 V617F tox	BaF3 tox
C=CCN1C(=O)C(CC(=O)O)SC1=Nc1c(C)n(C)n(-c2ccccc2)c1=O (centres undefined)	-1	-8	10	-4	-0.6	2	3	-4	2
COC(=O)c1[nH]c2ccc(C)cc2c1NC(=O)CCN1CCN(C2CCCCC2)CC1	2	-4	8	-8	0.1	-9	-3	4	7
Cc1ccc(S(=O)(=O)N(C)CC(=O)OCC(=O)c2c(N)n(C)c(=O)n(C)c2=O)cc1	2	-6	-21	0	-0.8	2	1	2	7
CN1CCC(OC(=O)C23CCC(C)(C(=O)O2)C3(C)C)CC1 (centres undefined)	-1	-10	6	-3	1.4	-6	0	4	4
CN(CCC1CCCCO1)C(=O)CCc1nnc(C2CCCCC2)o1 (centres undefined)	-1	2	15	-3	-0.4	11	2	-5	3
Cc1cc(C)c(S(=O)(=O)c2ccccc2C)c(OCC(C)(C)C)n1	-2	-10	-3	-6	1.7	-19	6	1	1
O=C(CCNC(=O)c1ccco1)Nc1ccccc1N1CCOCC1	nt	10	-15	-6	0.1	5	3	0	6
COCCSc1ccccc1C(=O)N1CCCC1	3	6	-12	1	0.9	0	3	0	3
CCCCN(CCCC)CC(O)CN1C(=O)NC(C)(C)C1=O (centres undefined)	1	-5	6	3	1.2	-10	3	-2	0
Cc1cc(N/C(=N\S(=O)(=O)c2ccc(Cl)cc2)c2ccc(F)cc2)no1	2	3	-5	2	2.2	-8	5	1	2
CCN(C(=O)COC(=O)C1CCN(S(=O)(=O)c2cccs2)CC1)c1ccccc1	1	-17	-9	5	0.7	-2	-1	-1	4
CC(CCc1ccccc1)C(=O)NO (centres undefined)	1	14	0	0	-2.4	7	7	-3	-3
COC(=O)c1cn(NC(=O)Cn2nc([N+](=O)[O-])c(Cl)c2C)c(=O)c2ccccc12	0	-7	10	-6	-1.5	-6	8	2	3
O=C(O)CCCNc1ccc(S(=O)(=O)Nc2ccccc2C(=O)O)cc1C(=O)O	0	10	-15	-5	2.2	11	-5	-2	1
Oc1ccc2ccccc2c1C1Nc2cccc3cccc(c23)N1	21	10	-6	5	2.8	1	4	-1	6
Cc1c(C2N3CC4(C)CN2CC(C)(C3)C4=O)c2ccccc2n1C (centres undefined)	-4	8	-12	1	0.4	-2	4	0	5
Cc1ccc(CNC(=O)CCS(=O)(=O)c2cccc3nonc23)cc1	2	21	-14	-7	-1.4	-14	-2	4	7
CCCc1nnc(NC(=O)c2cc(OC)cc(OC)c2)s1	-1	8	-18	-14	1.5	11	-3	0	1
COc1ccc(C(=O)NC(=S)Nc2ccccc2F)cc1	-1	5	-14	-5	-1.2	-7	6	-1	3
COc1cc(Cl)c(C)cc1NC(=O)COc1ccccc1[N+](=O)[O-]	1	-4	-12	-5	-0.5	-7	9	-3	4

In the list so far, these contain a COOH group:
SMILES	Runt-CBFb FRET	NPY2 pot ag	S1P4 antagonist	RBBP9 inhibitor	S1P4 ag	NPY-Y1 PAM-ag	NPY-Y1 antag	Ba/F3 V617F tox	BaF3 tox
C=CCN1C(=O)C(CC(=O)O)SC1=Nc1c(C)n(C)n(-c2ccccc2)c1=O (centres undefined)	-1	-8	10	-4	-0.6	2	3	-4	2
O=C(O)CCCNc1ccc(S(=O)(=O)Nc2ccccc2C(=O)O)cc1C(=O)O	0	10	-15	-5	2.2	11	-5	-2	1

Next section:
SMILES	Runt-CBFb FRET	NPY2 pot ag	S1P4 antagonist	RBBP9 inhibitor	S1P4 ag	NPY-Y1 PAM-ag	NPY-Y1 antag	Ba/F3 V617F tox	BaF3 tox
Cc1nn(-c2ccccc2)nc1CNC(=O)CC(C)(C)C	-1	-10	-7	-7	1.9	6	nt	-6	-4
Cc1ccc(CN(CC(=O)NC2CCCC2)C(=O)CSc2nnc(COc3ccccc3)o2)cc1	25	-2	-15	8	-2.0	5	0	1	5
O=C(NCC1CCCO1)C(c1ccc(F)cc1)N(CC1CCCO1)C(=O)c1ccc(-c2ccccc2)[nH]1 (centres undefined)	-1	6	3	-1	4.8	9	-2	-3	2
Cc1cc(NS(=O)(=O)c2ccc(NC(=O)c3ccco3)cc2)no1	0	-6	10	-13	0.6	-1	-4	5	12
CC(C)CN(CCOc1cccc(N2C(=O)C3=C(CCCC3)C2=O)c1)CC(C)C	-1	5	-8	5	0.9	10	-4	-2	6
CC1CCCN(CC(O)COc2ccc3c(c2)OCO3)C1 (centres undefined)	-1	-7	-2	4	0.6	-19	4	5	9
COc1ccc(NC(=O)CSc2nnc(Cc3cccn3C)n2CCc2ccccc2)cc1OC	-2	23	-2	-7	1.4	12	8	-4	-4
COCCN(C(=O)CCc1nnc(CCc2c[nH]c3ccccc23)o1)C(C)C	-3	-21	-2	-3	-0.8	6	-1	1	1
O=C(NCCCn1ccnc1)/C(=C\c1cccs1)NC(=O)c1cccs1	0	7	-13	-10	0.5	10	3	2	1
Cc1cc(=O)oc2cc(NS(=O)(=O)c3ccc(F)cc3)ccc12	25	-6	7	-8	2.1	8	nt	-1	-2
Cc1cccc(C(=O)CC(=O)c2cc(Cl)ccc2O)c1	-2	4	-6	-1	-2.5	-4	2	-4	2
CC(C)N(CCNC(=O)C1CCN(S(=O)(=O)N2CCOCC2)CC1)Cc1ccccc1	-3	1	-12	-1	0.2	4	7	1	2
O=C(CSc1ncnc2nc[nH]c12)N1CCN(c2ccccc2)CC1	0	-4	3	3	0.0	-8	-3	9	17
N#Cc1nc(-c2ccco2)oc1NCc1ccco1	1	11	-21	1	-2.0	13	7	-3	0
CCOC(=O)Cc1csc(NC(=O)CN2C(=O)c3ccccc3C2=O)n1	3	-5	-3	0	-0.2	-15	nt	-3	0
O=C(/C(=N\Nc1ccc(Br)cc1)Sc1nnnn1-c1ccccc1)c1ccccc1	2	6	-11	-5	0.6	-9	-2	-3	3
COCCCn1c(SCC(=O)Nc2sc3c(c2C#N)CCCC3)nnc1-c1ccncc1	0	4	-27	5	1.6	19	1	-5	1
Cc1cc(C)c2c(-n3cccc3)c(NC(=O)OC(C)C)sc2n1	nt	15	-1	-8	1.4	-3	1	-1	1
CCOC(=O)c1c(C)[nH]c(C(=O)COC(=O)C23CC4CC(CC(Cl)(C4)C2)C3)c1C	-1	-6	-7	-4	3.5	-21	-3	2	2
Clc1cccc(Cl)c1Cn1nnc(N2CCCC2)n1	-1	-7	21	-2	-0.6	-21	nt	34*	61*
COC(=O)[C@H](Cc1ccccc1)NC(=O)[C@@]1(C)C[C@@H]1[C@@H](NC(=O)OCc1ccccc1)c1ccccc1	-2	-3	7	-9	1.1	13	7	-1	8
COC(=O)CCP(=O)(O)Cc1ccccc1CP(=O)(O)CCC(=O)OC	-1	-3	1	-10	2.4	14	1	5	6
NC1=NC(=O)/C(=C/c2ccccc2OS(=O)(=O)c2ccccc2)S1	2	-2	2	8	-1.7	5	-1	4	4
CCn1cnc2sc(C)c(C)c2c1=O	0	-4	-6	-4	-3.6	5	0	-3	2
O=C1CCCC2=C1C(c1cccs1)n1ncnc1N2 (centres undefined)	12	-6	1	-4	-1.2	-9	-1	-1	2
CCOc1ccc(N(CC(=O)N2CCCC2)S(=O)(=O)c2c(C)noc2C)cc1	1	-3	-10	3	2.9	11	6	-2	3
COc1cccc2c1OC1(CCN(C(C)C)CC1)N1N=C(c3cccnc3)CC21 (centres undefined)	3	-6	-5	2	-1.2	32	nt	-6	2
Cc1onc(-c2ccccc2)c1C(=O)NC(=S)Nc1sc2c(c1C#N)CCC(C)C2 (centres undefined)	20	-4	0	-4	0.6	-9	9	1	7
COC(=O)CC1=NN(c2ccc(OC)cc2)C(=O)/C1=C\c1ccc(Cl)cc1	-2	-4	-13	-4	-0.4	20	1	2	5
Cc1nc2ccccc2c2oc(C(=O)NCC3COc4ccccc4O3)cc12 (centres undefined)	2	-10	-16	-5	-0.3	-9	-5	3	12
O=C1c2ccccc2NC(c2cccnc2)N1c1ccccc1F (centres undefined)	5	-2	-4	-7	-0.5	2	-1	-3	7
Cc1ccc(C2(C)NC(=O)N(CC(=O)c3ccc(Cl)s3)C2=O)cc1 (centres undefined)	-1	-15	-18	-9	-0.2	-7	9	4	10
Cc1cccc(NC(=S)N2CCC(c3nc4ccccc4o3)CC2)c1	-1	2	5	-3	-0.2	7	7	-2	0
Cc1oc(C(C)(C)C)cc1C(=O)Nc1cccc(C(=O)O)c1	1	-8	-8	6	0.6	-2	2	-3	4
c1ccc(Cn2c(SCCN3CCOCC3)nnc2-c2cccnc2)cc1	-2	-5	-3	-10	-1.8	-11	-11	1	4
CCCCc1nc(SCCOC)c2c(=O)n(C)c(=O)n(C)c2n1	-4	-5	3	-1	1.3	-11	3	-1	2
CCCCOc1[nH]c2nc(-c3ccco3)n(Cc3ccco3)c(=N)c2c1C#N	-150	4	0	18*	1.2	1	2	0	3
CCn1c(COc2ccccc2)nc2ccccc21	1	-11	-1	-2	0.4	-4	-4	-1	2
Cc1cccc(-n2c(CNC(=O)c3ccc(S(=O)(=O)N4CCCC4)cc3)n[nH]c2=S)c1	4	-2	14	2	-1.6	3	-3	-3	1
CCC1(C)CC(CCN(Cc2ccco2)C(C)=O)(c2ccccc2)CCO1 (centres undefined)	0	-5	7	-3	1.8	-3	5	-3	0
CCOC(=O)C1CCN(C(=O)c2cccnc2Oc2ccc(Cl)cc2)CC1	1	-34	-6	0	-0.5	-26	nt	4	0
COc1ccccc1-c1cc(C(=O)NCCN2CCOCC2)no1	2	3	-6	-5	-2.0	-12	-2	6	4
COc1ccc(-c2ccc(CCC(=O)O)n2NC(=O)c2ccc(C(C)(C)C)cc2)cc1	0	5	-7	-1	-0.1	22	-8	-2	3
Cc1ccc2c(c1)c1nnc(SCC(=O)Nc3cccc(Cl)c3C)nc1n2CC(=O)O	-3	-2	5	2	-0.1	-5	2	-3	5
CCc1nc(-n2[nH]c(=O)c3ccccc3c2=O)c2c3c(sc2n1)CCCC3	nt	-17	2	-8	2.1	-16	1	6	7
CCc1ccc(OCC(=O)N(C)CCC#N)c(Br)c1	0	-1	16	-10	0.3	-6	-2	-2	1
CC1(C)CC(=O)C(C=NCCCO)=C(O)C1	0	3	4	1	-2.4	2	1	-4	1
Cc1ccc(-c2nc3cccnc3s2)cc1NS(=O)(=O)c1ccc2c(c1)CCCC2	-2	-13	-2	-31	0.2	-10	4	0	5
Cc1ccc2nc(N=C(N)N)nc(C)c2c1	-3	-8	-7	-10	0.1	2	1	50*	42*
